Screens from PubChem BioAssay.
DNMT1 inh – blocks human DNA methyltransferase DNMT1 | P26358 | DNMT1 molecular beacon, Hinp1I cleavage, fluorescence | inhibition (reported as % activation of signal), % at 10 µM | actives 0.83% (n = 360,000) | AID 588458; in the data active = inhibition above about 50%
SUMO1 PPI mod – alters human SUMO1 binding to SIM partners | P63165 | SUMO1 binding to a labelled peptide, TR-FRET, 1 h | inhibition, % at 20 µM | actives 0.33% (n = 360,000) | AID 602429; in the data active = inhibition above about 37%
CSN deneddyl inh – blocks human CSN-mediated cullin deneddylation. Q92905. Purified CSN, SCF-Nedd8-OG deneddylation, fluorescence polarization. inhibition, % at 12.5 µM. actives 0.38% (n = 360,000);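 active = pattern-corrected inhibition above about 35%, with an unprinted fluorescence ratio check between 0.5 and 1.5, limit read from the data, passing the limit was not always enough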;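 note: 0% = enzyme with substrate and 100% = substrate without enzyme; some results filed as inactive read as strong as hits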
Target sequence (Q92905 whole entry, looked up, one chain of several): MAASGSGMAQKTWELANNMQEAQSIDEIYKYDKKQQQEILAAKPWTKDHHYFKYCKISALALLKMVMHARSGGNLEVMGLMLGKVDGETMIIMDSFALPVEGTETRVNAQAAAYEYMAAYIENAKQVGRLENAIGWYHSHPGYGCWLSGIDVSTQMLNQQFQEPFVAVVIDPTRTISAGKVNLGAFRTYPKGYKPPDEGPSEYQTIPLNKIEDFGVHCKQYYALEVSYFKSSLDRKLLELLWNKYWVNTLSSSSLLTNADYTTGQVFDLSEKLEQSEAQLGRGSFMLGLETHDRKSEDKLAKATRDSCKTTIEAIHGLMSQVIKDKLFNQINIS
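test system = HEK293T-derived human Csn5 enzyme | amount = 0.24 nM Csn5 enzyme, final concentration | medium = Tris/NaCl/DTT buffer, pH 7.5 | schedule = 90 min reaction at room temperature | signal = FP | evaluation = inhibition of Csn5 cleavage, % | compound dosing = single dose of 12.5 µM compound with 0.25% DMSO | probe or stimulus = 10 nM SCFSkp2-Nedd8OG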
STEP block – inhibitors of human striatal-enriched phosphatase STEP; P54829; recombinant STEP, OMFP fluorogenic substrate, fluorescence; inhibition, % at 20 µM; actives 0.25% (n = 360,000);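 active = inhibition at 20 µM, scaled per plate between control wells, above about 37%, limit read from the data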;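 note: 0% = DMSO with enzyme and substrate and 100% = substrate only without enzyme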
Target sequence (P54829 whole entry, looked up): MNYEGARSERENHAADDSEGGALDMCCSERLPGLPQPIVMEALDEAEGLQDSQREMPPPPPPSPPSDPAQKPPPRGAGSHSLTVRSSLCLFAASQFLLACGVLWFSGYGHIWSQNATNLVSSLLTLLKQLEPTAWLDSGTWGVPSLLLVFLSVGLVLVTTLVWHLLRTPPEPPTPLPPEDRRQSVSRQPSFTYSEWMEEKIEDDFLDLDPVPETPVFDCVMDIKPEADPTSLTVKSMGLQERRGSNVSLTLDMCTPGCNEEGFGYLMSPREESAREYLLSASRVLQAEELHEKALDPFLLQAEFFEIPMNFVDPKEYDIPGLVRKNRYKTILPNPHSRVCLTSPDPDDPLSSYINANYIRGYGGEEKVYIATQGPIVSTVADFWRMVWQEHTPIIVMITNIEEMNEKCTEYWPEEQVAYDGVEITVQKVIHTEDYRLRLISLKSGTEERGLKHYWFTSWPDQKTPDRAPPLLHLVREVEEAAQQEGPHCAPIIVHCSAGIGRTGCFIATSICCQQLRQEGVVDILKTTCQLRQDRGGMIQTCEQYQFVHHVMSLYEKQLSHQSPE
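Assay system: isolated STEP enzyme. Buffer or medium: pH 6.0 Bis-Tris with DTT and Tween 20. Also added: fluorogenic phosphatase substrate OMFP at 25 µM final. Dosing: 20 µM, 1% DMSO. Timing: 20 min reaction, room temperature, in the dark. Measured by: fluorescence intensity, excitation 480 nm, emission 540 nm. Evaluation: normalized % inhibition.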
NadD inh – NadD (S. aureus) enzyme inhibition; inhibition, % at 20 µM; purified NadD enzyme, colorimetric absorbance read-out; actives 0.78% (n = 360,000); in the data active = inhibition above about 26%; note: some compounds past the cut are filed as inactive
Tb MetRS inh – Trypanosoma brucei MetRS inhibition; purified T. brucei MetRS, ATP depletion, Kinase-Glo luminescence; inhibition, % at 11.9 µM; actives 0.4% (n = 360,000);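 active = inhibition above a per-plate cutoff of the control wells' mean inhibition plus 3 SD, cut at about 5.5% in these data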;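 note: 0% = DMSO wells median and 100% = median of wells with control inhibitor compound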
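assay system = parasite MetRS enzyme | timing = 15 min preincubation, 2 h reaction, all 25 °C | evaluation = percent inhibition relative to median high and low control wells | medium = HEPES buffer containing pyrophosphatase, BSA, spermine, DTT | compound = single dose, 11.9 µM final nominal, 0.9% final DMSO | detection = Kinase-Glo luminescence, ATP depletion format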
Scp-1 inhibitor – Scp-1 (human) phosphatase inhibition; Q9GZU7; Recombinant Scp1, phosphopeptide, malachite green phosphate absorbance; inhibition, % at 20 µM; actives 0.88% (n = 340,000); AID 493091;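 active = inhibition above about 50% at 20 µM, limit read from the data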;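 note: plate controls were DMSO wells with enzyme for no effect and wells lacking enzyme for full effect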
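Test system – truncated SCP-1 phosphatase (76-261aa) · Reagent – Phosphorylated 17-residue peptide substrate · Incubation – 45 min room-temperature reaction, 5 min colour, 30 min stabiliser · Detection – colorimetric phosphate reagent with accelerator and stabiliser, absorbance at 630 nm · Measure – % inhibition at 20 µM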
LMPTP block – blocks human LMPTP phosphatase. P24666. recombinant LMPTP-A, OMFP fluorogenic substrate, fluorescence intensity. inhibition, % at 20 µM. actives 0.22% (n = 360,000). AID 651560;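 active = compounds that cut the enzyme signal by at least half of the control window in the single-dose screen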;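 note: plate controls were DMSO wells with enzyme plus substrate for no effect and substrate without enzyme for full effect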
Target sequence (P24666 whole entry, looked up): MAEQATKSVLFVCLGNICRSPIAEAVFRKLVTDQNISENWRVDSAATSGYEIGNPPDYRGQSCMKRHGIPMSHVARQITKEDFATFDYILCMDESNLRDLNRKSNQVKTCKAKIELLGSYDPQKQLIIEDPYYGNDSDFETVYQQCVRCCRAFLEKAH
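Test system: LMPTP-A phosphatase enzyme; input: 0.625 nM LMPTP-A final; reagent: OMFP substrate, 400 µM final; compound dosing: 20 µM single dose, 3% DMSO; incubation: 50 min dark incubation at room temperature; measured by: endpoint fluorescence intensity from OMFP dephosphorylation; measure: % inhibition relative to no-enzyme and uninhibited control wells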
Rpn11 block – inhibitors of human proteasome Rpn11; O00487; human 26S proteasome, Ub4-pepOG fluorescence polarization; 20S core pre-blocked with epoxomicin; calls only at 20 µM; actives 0.59% (n = 360,000); AID 588493;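 active = inhibition at 20 µM, scaled to each plate's controls, above about 33%, limit read from the data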
MsrA inh – inhibits bovine methionine sulfoxide reductase A. purified bovine MsrA, absorbance read-out. actives 0.75% (n = 360,000). inhibition, % at 15.5 µM; in the data active = inhibition above about 4.5%;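 note: 0% = vehicle wells with enzyme and 100% = reference inhibitor wells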
Numbers without * were called inactive; i = inactive; . = not tested or not shown; + = active, no number.

Start of the listing, in advance, 3 compounds:
Molecule	Rpn11 block	CSN deneddyl inh	DNMT1 inh	MsrA inh	Scp-1 inhibitor	Tb MetRS inh	SUMO1 PPI mod	STEP block	NadD inh	LMPTP block
COc1ccc(C2=CCCCCC2)cc1OC	i	4	6	-0.1	.	-0.2	6	0	-6	7.0
CCOC(=O)c1c(C)[nH]c(C)c1C(=O)COC(=O)C1CC(=O)N(CCc2ccccc2)C1 (centres undefined)	i	-1	3	2.1	5	-0.3	3	-3	-4	-0.7
O=C(COC(=O)Cc1ccsc1)NCC1CCCCC1	i	3	11	-0.5	-9	0.3	1	2	-2	-0.1

The whole of this part, from the first entry:
Molecule	Rpn11 block	CSN deneddyl inh	DNMT1 inh	MsrA inh	Scp-1 inhibitor	Tb MetRS inh	SUMO1 PPI mod	STEP block	NadD inh	LMPTP block
COc1ccc(C2=CCCCCC2)cc1OC	i	4	6	-0.1	.	-0.2	6	0	-6	7.0
CCOC(=O)c1c(C)[nH]c(C)c1C(=O)COC(=O)C1CC(=O)N(CCc2ccccc2)C1 (centres undefined)	i	-1	3	2.1	5	-0.3	3	-3	-4	-0.7
O=C(COC(=O)Cc1ccsc1)NCC1CCCCC1	i	3	11	-0.5	-9	0.3	1	2	-2	-0.1
CC(C)C(=O)Nc1ccc(NC(=O)c2cccnc2)cn1	i	-5	0	0.5	-4	0.1	-3	0	-1	-0.6
COc1ccc(NC(=O)N2CCCCCC2)c(OC)c1	i	1	0	1.3	-4	-0.1	0	5	-1	0.3
CCN1CCN(C(=O)c2cc(=O)c3cc(C)ccc3o2)CC1	i	2	-1	1.4	1	0.1	-3	3	-1	-1.2
C/C=N/N(c1ccccc1)c1ccccc1	i	1	0	-0.5	-1	-0.3	0	2	8	0.9
O=C(NCCc1ccccc1)c1cnc2sccn2c1=O	i	1	2	2.4	-7	-0.1	4	3	-1	-1.3
COc1ccc(C[C@H]2CN3C(=NC[C@@H]3C(C)C)N2C[C@H](C)NC(=O)c2ccc(C)c(Br)c2)cc1	i	-1	5	0.7	-3	-0.5	-7	-2	-11	-6.2
CCOC(=O)C1=C(C)N=C2SC(C(=O)OC)=CC(=O)N2C1c1ccc(F)cc1 (centres undefined)	i	9	-14	0.1	-4	0.1	3	6	26	-0.5
COc1ccc(CNC(=O)[C@@H]2CC=C[C@@H]3CCN(C4CCCCC4)C(=O)[C@@H]32)cc1	i	-5	3	-0.3	6	-0.2	0	0	6	-0.3
CCC1=NN(C(=O)Cc2ccc([N+](=O)[O-])cc2)C(O)(C(F)(F)F)C1 (centres undefined)	i	-2	0	-0.1	-4	-0.2	-14	-2	-3	-1.8
CCOC1=C/C(=C/c2c(N)n3nc(CC(=O)N4CCCC4)sc3nc2=O)C=CC1=O	+	20	4	4.4	13	0.6	-18	2	4	0.2
Cc1cc(S(=O)(=O)N2CCOCC2)ccc1OCC(=O)N1CCC(C(N)=O)CC1	i	1	2	-0.3	-5	-0.3	-2	0	1	-0.2
CCOCCn1c(SC)nc2c1c(=O)[nH]c(=O)n2C	i	0	1	-0.2	-2	-0.5	4	2	2	0.5
CCCCNC(=O)c1onc(CSc2cc(C)ccc2C)c1C(=O)O	i	-6	8	1.1	-9	-0.3	4	-2	-8	-2.3
c1ccc(CNC23CC4CC(CC(C4)C2)C3)nc1	i	-2	0	-0.5	-6	0.3	4	-4	9	-0.9
C1CC(=NN=C2CCSCC2)CCS1	i	2	5	0.3	-5	-0.3	-2	2	2	1.8
Cc1cc(Cl)c(S(=O)(=O)N2CCSCC2)cc1OCC(N)=O	i	3	-2	-1.4	17	-1.4	3	-6	-2	-1.3
O=C(COC(=O)c1ccc(O)cc1)NC(c1ccccc1)c1ccccc1	i	-3	-8	0.3	-10	-0.1	0	-4	-6	-0.8
CN(CC(=O)Nc1ccc(F)cc1)C(=O)CN1C(=O)NC2(CCCC2)C1=O	i	-6	7	0.7	7	-0.8	5	-1	-3	0.5
CC1Cc2ccccc2N1C(=O)c1cc2sccc2n1Cc1ccc(F)cc1 (centres undefined)	i	2	1	0.7	-17	-0.1	-7	-1	1	4.3
CS(=O)(=O)N(CC(=O)Nc1ccc(CC#N)cc1)c1ccc(C23CC4CC(CC(C4)C2)C3)cc1	i	-3	-13	1.5	-13	-0.1	-5	0	4	3.2
CCc1ccc(N2C(=O)C3C4CCC(C4=C(C)C)C3C2=O)cc1 (centres undefined)	i	-2	1	-1.5	-11	0.1	-1	0	2	-0.8
Cc1ccccc1S(=O)(=O)Nc1nc2ccccc2nc1NCCO	i	-2	0	1.6	6	-0.5	1	-3	0	-1.2
CC1(C)NC(=O)N(CC(O)COc2ccc(-c3ccc(C#N)cc3)cc2)C1=O (centres undefined)	i	-1	-6	-0.9	-9	-0.5	-6	0	-1	0.2
Cc1cc(=O)oc2cc(OCC(=O)NCCN3CCOCC3)ccc12	i	-4	3	2.1	-6	-0.4	-1	-4	-5	-0.4
CC(=O)Nc1c(C)ccc(CNC(=O)COc2ccc(F)cc2)c1C	i	3	1	-0.7	-8	-0.7	0	-3	-1	-0.7
O=C(Nc1ccc(N2CCN(C(=O)c3cccs3)CC2)cc1)c1ccco1	i	2	0	2.0	7	-0.3	-1	4	-7	0.2
Cc1oc(=O)c(NC(=O)c2ccc(Cl)cc2)cc1C(=O)c1ccccc1	i	-1	9	0.8	-2	-1.0	-3	6	-6	-0.6
COc1cccc(C(=O)N2CCN(C(=O)COc3ccc4ccccc4c3)CC2)c1	i	1	0	0.9	-5	0.1	3	2	1	-0.8
CC(=O)c1ccc(OCC(=O)NCC2(N3CCCCC3)CCCCC2)cc1	i	-1	10	1.8	-11	0.1	3	-4	-3	-0.2
COc1ccccc1CNS(=O)(=O)c1ccc2c(c1)CC(=O)N2C	i	-2	-1	-0.3	-6	-0.1	0	0	1	0.5
CC(=O)Cn1ncc(N2CCOCC2)cc1=O	i	8	-2	-0.5	-5	-0.6	-4	-1	-5	-1.2
CCOc1ccc(S(=O)(=O)Nc2ccc(C(=O)NCCCN3CCOCC3)cc2)cc1	i	-5	-2	-1.3	6	-0.1	0	1	-3	-1.8
CCCSC1=N/C(=C/c2ccsc2)C(=O)N1c1ccccc1	i	3	1	-1.0	-4	-0.1	0	-1	1	-0.6
Cc1ccc(C2N(c3ccc(Cl)c(Cl)c3)C(=O)C3CCCN32)o1 (centres undefined)	i	8	5	-0.1	-6	0.0	0	1	-1	0.0
COc1ccccc1C(=O)N(CCC1CCCN1C)c1nc2ccccc2s1 (centres undefined)	i	1	1	1.8	-7	0.5	3	-3	0	0.8
CCCCCCn1c(NCC)nc2c1c(=O)[nH]c(=O)n2C	i	-1	1	-0.8	-6	-0.5	-1	-3	-1	1.2
CC(NC(=O)C1CCC(C(C)(C)C)CC1)C(c1ccccc1)N1CCOCC1 (centres undefined)	i	7	0	0.3	1	-0.2	-1	-3	1	0.4
CCOC(=O)c1c(-c2ccccc2)cn2c(C)cc(C)nc12	i	-6	0	0.8	-1	0.3	-4	3	4	-0.1
O=C(OC(C(=O)NCc1ccccc1)c1ccccc1)c1ccco1 (centres undefined)	i	-2	1	-0.2	-4	-0.8	1	-1	3	-0.8
C=CCn1c(SCC(=O)Nc2sccc2C(N)=O)nc2sc(C)c(C)c2c1=O	i	-1	-7	1.0	-3	-1.0	-6	0	13	2.9
COc1ccc(OCc2n[nH]c(=S)n2-c2ccc(C)cc2)cc1	i	-4	-1	0.9	-3	0.0	5	-4	-5	-1.3
CCOc1nc(SCCOc2ccc(Cl)cc2Cl)nc(N(C)C)n1	i	1	5	0.7	1	-0.2	-2	3	9	4.1
CCCCCCCCN1C(=O)[C@H](CC(=O)NCc2cccc3ccccc23)C[C@@]2(C(=O)OCC)CCC=C12	.	-2	.	0.6	.	-0.9	-2	.	.	5.8
CCC(C)(C)n1nnnc1C(C(C)C)N1CCN(C(=O)c2ccco2)CC1 (centres undefined)	i	3	-2	-0.6	1	-0.1	2	2	-1	-2.1
O=C(O)C1CCCCC1C(=O)NCCCN1CCCC1=O (centres undefined)	i	-3	2	-2.0	0	-0.6	2	2	7	-2.5
O=C1C2C(c3cccc(/C=C/c4ccccc4)c3)CC=CC2C(c2ccc(C(F)(F)F)cc2)N1Cc1ccccc1 (centres undefined)	i	2	9	-1.6	3	-0.6	4	2	23	2.1
Cc1nc2ccc(NC(=O)c3ccc([N+](=O)[O-])cc3)cc2s1	i	2	1	1.7	-4	0.6	-24	6	-4	0.7
COc1ccc(NC2CCCN(C(=O)c3ccc(C)nc3)C2)cc1 (centres undefined)	i	0	3	0.0	-7	-0.3	0	-3	5	1.8
Cc1cccc(NC(=O)Cn2nc(-c3ccco3)ccc2=O)c1C	i	-3	3	0.6	-5	0.7	-15	-1	0	-1.5
C=CCOc1ccc(CN(C)C(=O)C2CCCO2)cc1 (centres undefined)	i	0	8	-0.5	1	-0.9	23	-4	-5	0.6
CN1CCS/C1=C/C=C1\SC(=S)N(CC(=O)O)C1=O	.	-75	43	-0.2	2	0.1	-328	-22	-2	23
Cc1ccc(S(=O)(=O)N2CCCCC2)cc1C(=O)NCc1ccncc1	i	-2	-1	-1.0	-4	0.1	0	-2	0	-0.9
CCOc1cc(C(=O)N/N=C(\C)Cc2ccc(OC)cc2)cc(OCC)c1OCC	i	-14	15	2.0	-2	-0.4	1	-2	0	-2.4
CC1(C)S[C@@H]2[C@H](NC(=O)[C@H](N)c3ccccc3)C(=O)N2[C@H]1C(=O)OC1OC(=O)c2ccccc21 (some centres undefined)	i	0	4	-1.2	-4	-0.8	-1	3	-1	0.1
CC(=O)c1c(C)[nH]c(C(=O)OCC(=O)NCCc2ccc(Cl)cc2)c1C	i	4	-11	0.1	-16	0.0	-1	0	-8	0.2
